Source: PubChem (The Scripps Research Institute Molecular Screening Center)
PAFAH1B3 FP inh: PAFAH1B3 enzyme inhibitors, primary screen, biochemical, fluorescence polarization, human | recombinant PAFAH1B3, FP-rhodamine probe | 340,000 tested, 0.28% active | inhibition, % at 3.39 µM | Platelet-activating factor acetylhydrolase IB subunit alpha1 (Homo sapiens), Q15102;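 active = inhibition above the screen-wide average of all tested compounds plus 3 SD, cut at about 25% in these data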;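 also: 0% = enzyme with DMSO only and 100% = wells lacking PAFAH1B3 protein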
PAFAH2 inh: PAFAH2 enzyme inhibitors, primary screen, biochemical, fluorescence polarization, human; Platelet-activating factor acetylhydrolase 2, cytoplasmic (Homo sapiens), Q99487; recombinant PAFAH2, FP-rhodamine activity probe; inhibition, % at 3.39 µM; 340,000 tested, 0.99% active;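 active = inhibition above the mean over all tested compounds plus 3 SD, cut at about 30% in these data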;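 also: inhibitors block probe labeling of enzyme so polarization drops; 0% = enzyme with DMSO and 100% = wells lacking PAFAH2 protein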
GSTO1 inh: inhibitors of recombinant GSTO1, primary screen, counter-screen for RBBP9 inhibitor project, biochemical, fluorescence polarization. inhibition, % at 5.96 µM. AID 1974, 2009. 300,000 tested, 1.1% active. activity-based probe fluorescence polarization;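 active = inhibition above the campaign mean inhibition plus 3 SD, cut at about 35% in these data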;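 also: 0% = GSTO1-1 with DMSO and 100% = wells lacking GSTO1-1 enzyme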
PREPL inh: PREPL enzyme inhibitors, primary screen, biochemical, fluorescence polarization | AID 2751, 2010 | inhibition, % at 5.96 µM | 320,000 tested, 0.68% active | recombinant PREPL, fluorescence polarization activity-based probe; in the data active = inhibition above about 43%;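 also: 0% = enzyme with DMSO and 100% = wells lacking enzyme; many of its hits are not listed in these tables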
ZTA DNA inh: counter-screen for EBNA-1 inhibitors: inhibitors of Epstein-Barr virus ZTA | P03206 | ZTA-DNA binding, fluorescence polarization | inhibition, % at 11 µM | 320,000 tested, 0.15% active | AID 2234; in the data active = inhibition above about 33%
LYPLA2 counter: LYPLA2 inhibitors, primary screen, counter-screen for PME1 inhibitor project, biochemical, fluorescence polarization, FP-Rh probe ABPP; 320,000 tested, 0.38% active; inhibition, % at 5.9 µM; recombinant LYPLA2;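 active = inhibition above the screen-wide mean plus 3 SD, limit set per campaign, cut at about 26% in these data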;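 also: 0% = LYPLA2 with DMSO and 100% = wells lacking LYPLA2 enzyme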
Target sequence (O95372 whole entry, looked up): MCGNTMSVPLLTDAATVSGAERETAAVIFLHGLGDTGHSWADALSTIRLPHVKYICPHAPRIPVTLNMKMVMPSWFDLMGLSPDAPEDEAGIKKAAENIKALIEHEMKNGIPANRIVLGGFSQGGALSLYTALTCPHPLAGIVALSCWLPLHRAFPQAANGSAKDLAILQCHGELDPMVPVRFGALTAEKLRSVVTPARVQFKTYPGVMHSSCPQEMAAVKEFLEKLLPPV
EBNA-1 inh: EBNA-1 DNA-binding inhibitors, primary screen, biochemical, fluorescence polarization. inhibition, % at 14.8 µM. 300,000 tested, 0.34% active. AID 1950, 2009; in the data active = inhibition above about 28%
LYPLA1 inh: LYPLA1 inhibitors, primary screen, counter-screen for PME1 inhibitor project, biochemical, fluorescence polarization, FP-Rh probe ABPP; recombinant LYPLA1; inhibition, % at 5.9 µM; 320,000 tested, 0.16% active; AID 2174, 2009;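 active = inhibition above the mean of all tested compounds plus 3 SD, set per campaign, cut at about 14% in these data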;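 also: inhibitors block serine hydrolase probe labeling of LYPLA1 so polarization falls; 0% = enzyme with DMSO and 100% = wells lacking LYPLA1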
PAD4 FP inh: human PAD4 inhibitors, primary screen, biochemical, fluorescence polarization, 1536-well format; Protein-arginine deiminase type-4 (Homo sapiens), Q9UM07; recombinant PAD4, RCA probe fluorescence polarization; inhibition, % at 6.36 µM; 330,000 tested, 0.41% active; AID 485272, 2010;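 active = percent inhibition above a cutoff equal to the mean of all tested compounds plus 3 SD, cut at about 15% in these data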;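 also: 0% = PAD4 with RCA probe and DMSO and 100% = probe without PAD4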
Target sequence (Q9UM07 whole entry, looked up): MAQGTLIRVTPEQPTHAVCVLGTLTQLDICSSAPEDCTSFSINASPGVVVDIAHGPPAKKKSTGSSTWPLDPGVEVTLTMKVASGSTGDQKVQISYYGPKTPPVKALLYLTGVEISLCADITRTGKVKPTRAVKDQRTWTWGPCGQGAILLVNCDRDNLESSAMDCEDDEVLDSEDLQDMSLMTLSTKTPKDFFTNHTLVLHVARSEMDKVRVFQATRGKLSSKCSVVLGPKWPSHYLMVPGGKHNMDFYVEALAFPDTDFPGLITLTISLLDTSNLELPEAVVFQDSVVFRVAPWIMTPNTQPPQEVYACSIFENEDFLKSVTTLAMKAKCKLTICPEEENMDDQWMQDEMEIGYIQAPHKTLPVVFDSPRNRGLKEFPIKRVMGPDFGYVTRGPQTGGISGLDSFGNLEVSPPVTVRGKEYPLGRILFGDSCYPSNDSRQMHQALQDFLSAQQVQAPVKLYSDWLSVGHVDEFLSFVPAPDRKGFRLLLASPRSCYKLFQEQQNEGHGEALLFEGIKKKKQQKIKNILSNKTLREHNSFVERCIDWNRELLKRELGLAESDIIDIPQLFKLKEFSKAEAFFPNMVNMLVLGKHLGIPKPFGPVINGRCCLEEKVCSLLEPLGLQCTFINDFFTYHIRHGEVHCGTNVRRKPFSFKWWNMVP
* = called active by the depositor; nt = no result given; & = joins results of further samples. An excerpt. The share of hits here may be higher or lower than overall.

SMILES	PAFAH1B3 FP inh	PAFAH2 inh	GSTO1 inh	PREPL inh	ZTA DNA inh	LYPLA2 counter	EBNA-1 inh	LYPLA1 inh	PAD4 FP inh
Cc1ccccc1-c1nnn(CC(=O)c2ccc(S(=O)(=O)N3CCCC3)cc2)n1	3	15	-18	-19	-3	0	-12	-11	-12
COc1cc(NC(=O)CN2CCN(Cc3ccc4c(c3)OCO4)CC2)cc(OC)c1	2	-3	-4	6	-1	0	-2	0	1
COc1ccc(CCNC(=O)CN(c2ccccc2OC)S(C)(=O)=O)cc1OC	-2	2	-3	6	-12	7	-11	2	-1
CC(C)C[C@H](N)c1nnc(SCc2ccc(Cl)cc2)o1	-5	-3	1	4	-14	2	0	1	3
Cc1cc(NC(=O)Cc2ccsc2)ccc1Br	11	0	-1	-5	-6	3	1	-1	-1
Cc1c2n(c3ccccc13)CCN(C)C2	17	0	6	12	-6	1	-13	1	-6
CC1CCN(S(=O)(=O)N2CCC(C(=O)NCc3cccnc3)CC2)CC1	11	4	-1	7	10	1	11	4	-1
O=C(CSc1nnnn1-c1ccccc1)c1ccco1	-5	-7	4	31	-12	4	-1	1	3
OCC#Cc1cnc2ccccc2c1	4	-5	1	-8	5	-2	-12	2	-9
COc1cc(-c2nnc(CSc3nnc4nc(C)cc(C)n34)o2)cc(OC)c1OC	-2	-2	10	6	-9	0	-23	1	-7
COc1cccc(N(C(=O)c2csnn2)C(C(=O)NC2CCCC2)c2ccccc2)c1 (stereo unspecified)	-6	2	-3	1	4	-1	6	0	-1
Cc1ccccc1Cn1nc(C)c(NC(=O)/C=C/c2cnn(C)c2C)c1C	4	-4	4	5	-2	0	-7	1	-1
Nc1nc(CN2CCCCC2)cs1	1	1	3	0	17	-3	14	0	-5
O=C(O)C1C2CCC(C2)C1C(=O)NCCC1=CCCCC1 (stereo unspecified)	1	4	6	13	0	8	4	3	-3
CN(Cc1cccnc1)Cc1cn(C)nc1-c1ccc(Oc2ccccc2)cc1	6	7	8	4	-27	3	-6	-1	-5
CCOC(=O)c1[nH]c2ccc(OC)cc2c1NC(=O)c1nonc1C	-5	4	2	1	-11	-4	-10	-3	-4
COCC(C)n1c(SCC(=O)NNC(=O)c2ccccc2)nc2ccccc2c1=O (stereo unspecified)	-6	3	8	-2	8	-2	-7	1	5
CC(Sc1nnc(NCc2ccccc2)s1)C(=O)Nc1ccc2c(c1)C(=O)c1ccccc1C2=O (stereo unspecified)	0	-31	-99	42	2	0	-3	-16	2
Cc1cc2c(cc(C(=O)OCC(=O)NCc3ccco3)n2C)s1	2	18	-2	7	8	0	-11	-2	-8
CNC(=O)NC(=O)CSc1nnc(-c2ccco2)n1Cc1ccccc1	-6	1	8	-9	-2	5	0	5	-1
CC(C)C(=O)NC(=S)Nc1ccccc1C(F)(F)F	0	-6	-6	10	-9	0	3	2	2
CCn1c(=O)n(CC(=O)Nc2cc(OC)c(OC)c(OC)c2)c(=O)c2ccccc21	5	-2	3	3	6	-3	-8	0	-3
CC12CCC(C1)C(C)(C)C2OC(=O)c1ccccc1C(=O)O (stereo unspecified)	2	5	9	-1	1	6	-4	1	-1
CCCn1nc(NC(=O)COC)c2cc3cccc(C)c3nc21	-2	8	-2	-7	10	5	-2	0	-2
C#CCOCCOCCOCCNc1nc(N2CCN(C(=O)[C@H](CCCCN)n3cc(CCCC)nn3)CC2)nc(N2CCN(C(=O)[C@H](CCCCN)n3cc(CCC(=O)O)nn3)CC2)n1	9	-1	25	-1	12	3	8	0	0

Filtered by structure: the compounds so far containing an aryl methoxy group (six)
SMILES	PAFAH1B3 FP inh	PAFAH2 inh	GSTO1 inh	PREPL inh	ZTA DNA inh	LYPLA2 counter	EBNA-1 inh	LYPLA1 inh	PAD4 FP inh
COc1cc(NC(=O)CN2CCN(Cc3ccc4c(c3)OCO4)CC2)cc(OC)c1	2	-3	-4	6	-1	0	-2	0	1
COc1ccc(CCNC(=O)CN(c2ccccc2OC)S(C)(=O)=O)cc1OC	-2	2	-3	6	-12	7	-11	2	-1
COc1cc(-c2nnc(CSc3nnc4nc(C)cc(C)n34)o2)cc(OC)c1OC	-2	-2	10	6	-9	0	-23	1	-7
COc1cccc(N(C(=O)c2csnn2)C(C(=O)NC2CCCC2)c2ccccc2)c1 (stereo unspecified)	-6	2	-3	1	4	-1	6	0	-1
CCOC(=O)c1[nH]c2ccc(OC)cc2c1NC(=O)c1nonc1C	-5	4	2	1	-11	-4	-10	-3	-4
CCn1c(=O)n(CC(=O)Nc2cc(OC)c(OC)c(OC)c2)c(=O)c2ccccc21	5	-2	3	3	6	-3	-8	0	-3

Following part
SMILES	PAFAH1B3 FP inh	PAFAH2 inh	GSTO1 inh	PREPL inh	ZTA DNA inh	LYPLA2 counter	EBNA-1 inh	LYPLA1 inh	PAD4 FP inh
Cc1ccc(Cn2c(=S)[nH]c3ccccc3c2=O)cc1	6	2	0	12	3	4	-8	3	-1
Cc1ccc(/C([O-])=C(/C(=S)NCc2ccco2)[n+]2ccccc2)cc1[N+](=O)[O-]	2	23	4	10	2	9	-1	3	-7
COc1ccc(CCNC(=O)C2CC(=O)N(CCc3ccccc3)C2)cc1OC (stereo unspecified)	-1	-2	0	10	-19	8	9	1	0
Cc1ccc(S(=O)(=O)N2CCC(=O)N(CCOC(=O)NCc3ccccc3)CC2)cc1	nt	nt	3	14	-6	-8	1	-4	7
CC(C)C[C@@]12C(=O)N(c3cccc(Br)c3)C(=O)N1[C@H](c1ccc(F)cc1)[C@@H]1C(=O)N(C3CCCCC3)C(=O)[C@@H]12	4	-1	4	9	3	4	-6	1	-5
Cc1ccccc1N1C(=O)C(Oc2ccc(Cl)cc2)C1CNCCCOC(C)C (stereo unspecified)	2	-9	8	-3	2	2	-3	0	1
Cc1cccc(C)c1NC(=O)COC(=O)c1ccccc1[N+](=O)[O-]	1	18	-2	-3	-2	3	12	3	-3
CC(=O)Nc1ccc(S(=O)(=O)NC2(C(F)(F)F)C(=O)Nc3c2c(=O)[nH]c(=O)n3Cc2ccccc2)cc1 (stereo unspecified)	4	4	4	3	-4	2	-3	-4	-1
CCCSc1nc2cc(C)c(C)cc2n1CC(C)O (stereo unspecified)	-4	-2	15	-5	-1	-2	2	1	0
Nc1ccc(C(=O)OCC(=O)NC2CC2)cc1[N+](=O)[O-]	2	59*	3	-12	17	2	-1	0	-1
O=C(O)CCCCCNC(=O)/C(=C\c1ccco1)NC(=O)c1ccco1	-4	-11	-2	-6	-6	6	0	0	0
CCOC(=O)c1ccc(-c2n[nH]c(=O)c3ccccc23)cc1	11	9	-6	-2	4	5	0	-2	4
CCn1nc(NC(=O)C(C)(C)C)c2cc3cccc(C)c3nc21	-2	4	4	15	-20	4	-9	6	-2
CCCCn1c(N)c(N(CC)C(=O)CSc2nnnn2-c2cc(C)ccc2C)c(=O)[nH]c1=O	15	6	4	-5	-7	0	-21	5	0
Cc1ccc(NC(=S)NCCSc2ccc(Cl)cc2)cc1	13	0	1	-10	-14	-5	-11	-6	3
COc1cccc(C(=O)Nc2ccc(S(=O)(=O)NCc3ccco3)cc2)c1	4	-4	-4	7	-7	9	-1	0	3
COc1ccc(C2CC(c3ccc(C)cc3)=NN2C(=O)c2ccccc2)cc1 (stereo unspecified)	-7	5	-2	5	-7	0	-4	0	2
CSc1ccc(C2Nc3ccccc3-c3cc(C)nn32)cc1 (stereo unspecified)	-4	-8	8	11	-3	4	0	-3	0
CC(C)[C@H](NC(=O)c1ccccc1Cl)C(=O)OCC(=O)Nc1ccc(S(=O)(=O)N2CCOCC2)cc1	10	2	nt	2	nt	nt	nt	nt	1
Cc1nc2cc3nc(C)sc3cc2s1	-3	0	-2	3	-4	2	6	0	1
CC(C)(C)NC(=O)C(c1ccco1)N(Cc1ccc(F)cc1)C(=O)c1snc(C(N)=O)c1N (stereo unspecified)	0	8	-1	1	-5	4	6	1	-3
O=[N+]([O-])c1ccc(Cl)cc1Sc1ccccn1	3	9	0	-1	7	-1	11	-3	-2
Cc1nc(SCc2nc3c([N+](=O)[O-])cccc3[nH]2)c2oc3ccccc3c2n1	-1	0	nt	7	nt	nt	nt	nt	0
Cc1cccc(NC(=O)NCc2ccccn2)c1	10	1	-2	0	8	-2	-3	-2	-3
N/C(COc1cccc(Cl)c1)=N\O	4	2	-4	4	3	6	15	0	3
SMILES	PAFAH1B3 FP inh	PAFAH2 inh	GSTO1 inh	PREPL inh	ZTA DNA inh	LYPLA2 counter	EBNA-1 inh	LYPLA1 inh	PAD4 FP inh
Cc1ccc(-n2c(Cc3cccn3C)nnc2SCC(=O)Nc2nnc(C)s2)cc1	-4	3	-5	15	3	-2	-5	0	-2
COc1ccc([N+](=O)[O-])cc1NC(=S)NC(NC(=O)C(c1ccccc1)c1ccccc1)C(Cl)(Cl)Cl (stereo unspecified)	-14	-46	-46	-18	-5	-51	-7	-29	-8
COc1cc2[nH]c3c(=O)n(CCN4CCCCC4)cnc3c2cc1OC	3	1	4	3	5	2	-8	0	4
Cc1ccc(CNC(=O)[C@H](C)N2C(=O)N3CCc4c([nH]c5ccccc45)[C@@]3(C)C2=O)cc1	2	-5	3	4	-7	9	11	4	4
CC(=O)c1sc(N2CCOCC2)nc1-c1ccccc1	6	-2	0	-2	0	0	-5	2	-4
CCN1C(=O)C(=O)N(CC(=O)c2[nH]c(C)c(C(C)=O)c2C)C1=O	1	0	0	4	12	-5	3	-4	4
FC(F)(F)c1cc(Oc2ccccc2)nc(-c2ccccn2)n1	4	7	4	8	-18	1	8	4	1
CCOc1ccc(NC(=O)Nc2ccon2)cc1	4	-1	-2	17	-3	-6	-5	-4	0
COc1cccc(OC)c1C(=O)Nn1c(C2CCC2)nc2ccccc2c1=O	9	-2	-1	2	10	2	4	2	-2
CCN(c1cccc(C)c1)S(=O)(=O)c1ccc2c(c1)NC(=O)CCS2	0	48*	-4	-6	7	0	-2	-4	0
COc1ccc(N2CCN(C(CNC(C)=O)c3ccco3)CC2)cc1 (stereo unspecified)	5	-2	7	8	-8	-4	5	-1	4
CCc1ccc(C(=O)c2cc3ccc(O)cc3oc2=O)cc1	4	4	-1	4	8	-3	7	-1	-6
Cc1cc(C)n(-c2nc(N(C)C)nc(N3CCOCC3)n2)n1	8	16	1	-4	0	-3	-2	-2	-1
CCOc1ccc(C2c3c(oc4ccccc4c3=O)C(=O)N2c2ccc(C)cn2)cc1OC (stereo unspecified)	2	1	2	-2	-7	-3	1	-4	-1
CCOC(=O)CSc1nnc2c3ccccc3n(C)c2n1	2	2	6	6	-19	15	-10	8	1
O=C(NCc1cccc(Cl)c1)c1ccc(N2CC3CC(C2)c2cccc(=O)n2C3)c(NC(=O)c2cccnc2)c1 (stereo unspecified)	8	-7	1	11	6	10	2	-3	-2
CN(CC(=O)NCc1cccnc1)S(=O)(=O)c1cc(Cl)ccc1Cl	11	-1	6	-3	9	3	2	1	-2
C=CCN(CC=C)C(=S)NC(=O)c1ccc(-c2ccccc2)cc1	9	7	-4	6	-5	0	-24	0	-4
O=C(c1cccc(C(=O)N2CCN(c3ccccc3F)CC2)n1)N1CCN(c2ccccc2F)CC1	4	-9	20	29	7	5	6	1	-1
Nc1nc2ccc(OC(F)(F)F)cc2s1	1	-1	4&-1	-4&-2	12&4	1&1	-4&-5	-1&0	-3&-5
